FLuc modulator: qHTS profiling assay for firefly luciferase inhibitor/activator using purifed enzyme and Km concentrations of substrates (counterscreen for miR-21 project) | Luciferin 4-monooxygenase (Photinus pyralis), P08659 | purified FLuc, Km substrates, luminescence inhibition | Potency, µM (top dose mostly 57.5 µM), for inactives: at the highest dose activity change, negative = inhibition, actives largely listed as inhibitors | 360,000 compounds, 6.9% hits | AID 588342, 2011;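 further: potency means the concentration at half of the fitted maximal effect; plate controls were vehicle for no effect and reference inhibitor for full effect; nearly all actives have a fitted effect of over 55% in size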
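Biochemical qHTS of compounds, final roughly 60 µM downward over six points, against 10 nM purified firefly luciferase using Km concentrations of substrates (10 uM D-luciferin, 10 uM ATP) in Tris acetate pH 7.5 buffer; luminescence output.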
PKM2 activator: qHTS Assay for Activators of Human Muscle isoform 2 Pyruvate Kinase; Pyruvate kinase PKM (Homo sapiens), P14618; purified PKM2, Kinase-Glo ATP luminescence, activation; response scale: 0% is enzyme alone, no compound; Potency, µM (top dose mostly 57.5 µM), for inactives: top-dose activation, most hits filed as activators; 260,000 compounds, 0.34% hits; AID 1631, 2009; further: potency means the concentration at half of the fitted maximal effect; on the % scale 0 is the no-effect control and ±100 the full control effect; nearly all actives have a fitted effect of over 55% in size
Target sequence (P14618 whole entry, looked up, canonical isoform): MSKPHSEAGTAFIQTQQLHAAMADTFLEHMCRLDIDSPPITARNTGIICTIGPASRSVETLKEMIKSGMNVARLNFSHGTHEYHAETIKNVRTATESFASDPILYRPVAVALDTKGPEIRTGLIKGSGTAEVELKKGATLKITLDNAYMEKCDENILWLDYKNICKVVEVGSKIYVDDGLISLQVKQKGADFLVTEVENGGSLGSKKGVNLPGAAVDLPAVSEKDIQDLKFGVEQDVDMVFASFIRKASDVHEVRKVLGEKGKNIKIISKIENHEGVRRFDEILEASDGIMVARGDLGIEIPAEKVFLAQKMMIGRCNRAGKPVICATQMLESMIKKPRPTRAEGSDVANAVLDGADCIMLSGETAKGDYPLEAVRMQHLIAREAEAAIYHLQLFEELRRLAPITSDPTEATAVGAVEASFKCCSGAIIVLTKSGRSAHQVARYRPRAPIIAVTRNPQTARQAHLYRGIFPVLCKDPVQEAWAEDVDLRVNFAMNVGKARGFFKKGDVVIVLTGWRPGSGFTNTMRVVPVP
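hPK-M2, >95% pure; 0.1 mM ADP / 0.5 mM PEP final; imidazole pH7.2 buffer w/ 7 mM MgCl2, 50 mM KCl; 1 h RT; Kinase-Glo lum. Intermediate enzyme activity for dual inhibitor/activator qHTS.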
ELG1 repair inh: qHTS screen for small molecules that inhibit ELG1-dependent DNA repair in human embryonic kidney (HEK293T) cells expressing luciferase-tagged ELG1 | HEK293T ELG1-luciferase reporter, luminescence, 16 h; DNA damage induced by 5-fluorouridine | 330,000 compounds, 2.3% hits | Potency, µM (doses to about 46.1 µM), without a hit: top-dose activity change, negative = inhibition, hits mostly inhibitors; further: potency means the concentration at half of the fitted maximal effect; on the % scale 0 is the no-effect control and ±100 the full control effect; nearly all actives have a fitted effect of over 55% in size
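HEK293T cells expressing luciferase-tagged ELG1 (2,000/well) received 5-Fluorouridine plus compound or DMSO for 16 hr at 37 °C. Luciferase was read by ONE-Glo luminescence after 30 min at room temperature.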
Mito fusion act: qHTS Assay for Small Molecule Inhibitors of Mitochondrial Division or Activators of Mitochondrial Fusion; Potency, µM (doses to about 46.1 µM), inactives show at the highest dose growth rescue (activation), most hits filed as activators; S. cerevisiae fusion-defective mutant growth rescue, CellTiterGlo 48 h; 320,000 compounds, 0.23% hits;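 further: potency means the concentration at half of the fitted maximal effect; % of control where 0% means no effect; nearly all actives have a fitted effect of over 45% in size; temperature-sensitive fusion mutants such as fzo1-1 at 37 °C on non-fermentable ethanol glycerol medium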
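Luminescent cell viability in 1536-well qHTS format served as the measure of rescued growth in ts fusion-mutant S. cerevisiae cultured on non-fermentable YPEG for 48 hours at 37C.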
KCNH2 3.1 block: qHTS for Inhibitors of KCHN2 3.1: Mutant qHTS; Potassium voltage-gated channel subfamily H member 2, brain isoform KCNH2 3.1 (human); U2OS KCNH2 3.1, thallium flux FluxOr; active compounds read low; activity change, % (tested at about 1.8 µM); 340,000 compounds, 0.95% hits;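 active means maximum activity change below -70%; inconclusive means maximum activity change from -70% to -50%; inactive means maximum activity change above -50%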;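 further: thallium influx rate constant from kinetic fluorescence after stimulation buffer; on the % scale 0 is the no-effect control and ±100 the full control effect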
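Virally transduced U2OS (3.1 isoform, 4 h infection in dark at RT) → overnight 37 C → FluxOr + Red40 in HBSS/HEPES, 45 min → stimulation buffer, 2 min kinetic read → rate constant vs DMSO controls.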
MBNL1 CUG block: qHTS Assay for Inhibitors of MBNL1-poly(CUG) RNA binding | TR-FRET MBNL1-His/biotin-(CUG)12 binding, 665/545 ratio | Potency, µM (top dose mostly 57.5 µM), inactives show top-dose activity change, negative = inhibition, usual class: inhibitors | 280,000 compounds, 0.036% hits | AID 2675, 2010; active means well fitted inhibition curve with a large enough effect in the signal ratio, with a control signal flat, not every such curve was filed as active; inconclusive means small, poorly fitted or top-dose-only effect, or effect the other way, or a change in a side signal; inactive means no such curve, though single readings can be large or run the other way; the % refers to the signal ratio; further: potency means the concentration at half of the fitted maximal effect; on the % scale 0 is the no-effect control and ±100 the full control effect
Target sequence (Q9NR56 whole entry, looked up): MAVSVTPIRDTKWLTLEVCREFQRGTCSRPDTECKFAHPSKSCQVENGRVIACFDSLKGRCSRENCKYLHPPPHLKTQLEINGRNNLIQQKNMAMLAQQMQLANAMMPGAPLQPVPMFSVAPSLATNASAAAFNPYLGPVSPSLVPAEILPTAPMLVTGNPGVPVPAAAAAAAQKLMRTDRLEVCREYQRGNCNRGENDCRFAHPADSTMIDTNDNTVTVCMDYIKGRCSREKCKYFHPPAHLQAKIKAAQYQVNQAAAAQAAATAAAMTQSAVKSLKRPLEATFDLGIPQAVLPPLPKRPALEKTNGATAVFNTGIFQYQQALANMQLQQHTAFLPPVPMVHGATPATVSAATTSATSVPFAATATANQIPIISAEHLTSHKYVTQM
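Compound titration spanned 92 nM–58 uM against the MBNL1-His/biotin-(CUG)12 complex. After 60 min at room temperature with 5 nM streptavidin-XL665 and 0.055 ng/ul terbium anti-His, ratiometric 665/545 nm emission (Ex 340 nm) normalized to controls.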
VP16 counter: VP16 counterscreen qHTS for inhibitors of ROR gamma transcriptional activity; Drosophila S2 Gal4-VP16 UAS-luciferase, luminescence, 20 h; Potency, µM (top dose mostly 53.6 µM), for inactives: at the top dose activity, negative = inhibition, actives largely listed as inhibitors; 310,000 compounds, 3.5% hits; AID 2546, 2010;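 further: Gal4-VP16 expression switched on by copper sulfate through the metallothionein promoter; potency means the concentration at half of the fitted maximal effect; on the % scale 0 is the no-effect control and ±100 the full control effect; nearly all actives have a fitted effect of over 50% in size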
Rab9 promoter act: qHTS Assay for Rab9 Promoter Activators. Huh7 Rab9 promoter-luciferase reporter, luminescence, 24 h. Potency, µM (highest dose often 9.22 µM), inactives show top-dose activation, negative = inhibition, hits mostly activators. 320,000 compounds, 2.8% hits; further: potency means the concentration at half of the fitted maximal effect; % of control where 0% means no effect; nearly all actives have a fitted effect of over 60% in size
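Cells were plated at 1500 per well in reduced-serum medium with 10% FBS and left 2 h. Compound in DMSO was then added for 24 h at 37 °C. Reporter signal was read by luminescence after 10 min with luciferase detection reagent.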
Menin MLL FP TR: qHTS Assay for Inhibitors Targeting the Menin-MLL Interaction in MLL Related Leukemias: Competition With Texas Red Labeled MLL-derived Mutant Peptide | AID 1768, 2009 | Menin + Texas Red MLL mutant peptide, fluorescence polarization | Potency, µM (doses to about 61.6 µM), for inactives: top-dose FP activity change, negative = inhibition, usual class: inhibitors | 270,000 compounds, 0.23% hits | O00255; active means well fitted inhibition curve with a large enough effect in the polarisation, with a control signal flat, not every such curve was filed as active; inconclusive means small, poorly fitted or top-dose-only effect, or effect the other way, or a change in a side signal; inactive means no such curve, though single readings can be large or run the other way; the % refers to the polarisation; further: potency means the concentration at half of the fitted maximal effect; % of control where 0% means no effect; many of its hits are not listed in these tables
RORgamma inh: qHTS for inhibitors of ROR gamma transcriptional activity; Potency, µM (top dose mostly 53.6 µM), without a hit: top-dose activity change, negative = inhibition, actives largely listed as inhibitors; AID 2551, 2010; 310,000 compounds, 5.4% hits; Drosophila S2 Gal4-RORgamma UAS-luciferase reporter, 20 h; further: potency means the concentration at half of the fitted maximal effect; on the % scale 0 is the no-effect control and ±100 the full control effect; nearly all actives have a fitted effect of over 60% in size
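In this cell-based reporter format, copper sulfate (700 uM final) drives Gal4–ROR gamma fusion expression from a metallothionein promoter in Drosophila Schneider cells; compounds preincubated 1 hr, reporter read after 20 hr at ambient temperature.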
NPC1 prom act: qHTS Assay for NPC1 Promoter Activators. 320,000 compounds, 2.4% hits. Potency, µM (titrated, usually from 9.22 µM), for the others: top-dose activation, hits mostly activators. Huh7 NPC1 promoter luciferase reporter, 24 h;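 further: potency means the concentration at half of the fitted maximal effect; % of control where 0% means no effect; nearly all actives have a fitted effect of over 60% in size; reporter is driven by a mutant NPC1 promoter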
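Compounds in DMSO were transferred onto Huh7 NPC1-luciferase reporter cells pre-incubated 2 h; after 24 h at 37 °C, Amplite reagent was dispensed and luminescence recorded 10 min later.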
The depositor's hits bear a star; ? = inconclusive; nt = not tested or not shown; [ ] = remark or other dose. Unless noted, the call rests on the fitted dose curve; in most records, active means well fitted curve in the direction sought with a large enough effect; inconclusive means small, poorly fitted or top-dose-only effect, or another doubt; inactive means no such curve, though single readings can be large; an effect the other way counts as inactive or inconclusive. Only part of the results is shown; count on the stated rates, not on these rows.

SMILES | FLuc modulator | PKM2 activator | ELG1 repair inh | Mito fusion act | KCNH2 3.1 block | MBNL1 CUG block | VP16 counter | Rab9 promoter act | Menin MLL FP TR | RORgamma inh | NPC1 prom act
CC(NC(=O)c1ccco1)C(=O)OCc1cccc(Cl)c1 (stereo not given) | -7% | -12% | 8% | -2% | 4 | 1% | 7% | -3% | -6% | 2% | 7%
Cc1ccc(NC2=NC(c3ccc(F)cc3)n3c(nc(C)cc3=O)N2)c(C)c1 (stereo not given) | 2% | -5% | 0% | -2% | -6 | -1% | 1% | -2% | nt | 4% | -3%
O=C(c1c(F)cccc1F)N(Cc1ccccn1)C1CC1 | -1% | 0% | ? | -4% | -7 | 3% | 2% | ? | nt | ? | 14%
COc1ccc(NC(=O)C(C)N2C(=O)c3ccccc3C2=O)cc1S(=O)(=O)N1CCOCC1 (stereo not given) | -1% | 1% | -14% | 1% | 17 | 7% | 0%[10 µM] | -3% | 12% | 4% | -1%
O=C1/C(=C/c2cccc(Br)c2)SC(=S)N1/N=C/c1cc([N+](=O)[O-])ccc1O | -18% | 3% | -9% | 0% | 13 | 7% | -5% | 12% | nt | -1% | 3%
CC(=O)Nc1cc(NC(=O)CCCC(=O)O)ccc1Cl | 4% | -5% | 2% | 3% | 1 | -8% | 1% | -3% | -1% | 0% | -1%
Cc1cc(N(C)C)cc(C)[n+]1[O-] | 2% | -4% | 2% | -2% | -20 | 5% | -4% | 0% | -2% | -29% | -3%
CN1CCN(S(=O)(=O)c2ccc(NC(=O)c3ccccc3Cl)cc2)CC1 | -1% | 0% | 2% | -4% | 6 | -15% | -4% | 0% | -4% | 5% | 2%
O=C(O)C1CCCCC1C(=O)Nc1cc(C(F)(F)F)ccc1Cl (stereo not given) | -6% | -6% | -11% | 1% | 0 | -20% | -7% | -4% | -8% | 33% | -2%
CC(C)CCOc1cccc(OCC(=O)N(C)C2CCS(=O)(=O)C2)c1 (stereo not given) | -10% | -6% | ? | 2% | 20 | 8% | -2% | -6% | -6% | 22% | 2%
O=C(O)C1CCCCC1C(=O)NCCc1c[nH]c2ccccc12 (stereo not given) | 0% | -2% | -3% | -1% | -32 | -2% | -1% | -4% | 0% | 2% | -5%
COc1ccc(C(=O)N2CCNC(=O)C2CC(=O)Nc2ccc(C)cc2)cc1 (stereo not given) | -1% | 1% | 12% | -16% | 13 | -10% | -13% | 0% | -3% | 0% | -5%
CNC(=O)c1cc(S(=O)(=O)N(C)C)ccc1Cl | -1% | -1% | -4% | 0% | -6 | -9% | -10% | -3% | 19% | 0% | -3%
O=C(Nc1cccc2cccnc12)c1ccc(Br)cc1Br | -4% | 8% | ? | 3% | -2 | -8% | 2% | 5% | 7% | -13%[1.91 µM] | -6%
Cc1ccc2c(c1)N1C(=O)c3ccccc3C1C1=C(CC(C)(C)CC1=O)N2 (stereo not given) | 2% | 1% | -25% | 4% | -4 | -3% | 3% | 0% | -8% | -1% | -2%
O=C(O)COc1ccc(/C=C/c2ccc3cccc([N+](=O)[O-])c3n2)cc1 | 2.7µM* | -5% | 22% | -1% | -8 | nt | -12% | 0% | 30%[activator] | -1% | 10%
Cc1ccc(SCC(=O)Nc2ccc(N3CCOCC3)cc2)c(C)c1 | -6% | -7% | 1% | 5% | -1 | 1% | 5% | 3% | ? | 8% | 0%
Cn1cc([N+](=O)[O-])c(C(=O)N(Cc2ccccc2)Cc2ccccc2)n1 | 1% | -9% | 5% | 13% | -9 | -6% | -1% | 0% | 0% | 2% | -2%
CCOC(=O)N1CCN(C(=O)C(NC(=O)c2ccc(CC)cc2)C(C)C)CC1 (stereo not given) | -3% | -23% | ? | 22% | 8 | -8% | -12% | 0% | 5% | ? | -4%
Cc1cccnc1NC(=O)CCNC(=O)c1ccccc1Cl | 3% | 0% | 4% | -1% | 3 | -3% | -5% | 7% | nt | -10% | 1%
CCOC(=O)c1c(C)[nH]c(C(=O)COC(=O)CSC)c1C | 11µM* | 1% | 17% | 6% | 2 | 5% | 2% | -6% | -7% | -38% | -3%
COc1ccccc1C1=NOC(C)(c2sc(-c3ccc(Cl)cc3)nc2C)C1 (stereo not given) | ? | -1% | 20% | -15% | ? | -5% | -2% | 2% | nt | -1% | 16%
COc1cccc(C2N(Cc3ccccc3)C(=O)C2(F)F)c1OC (stereo not given) | 0% | nt | 6% | 5% | 41 | 2% | -9% | 3% | nt | -4% | -1%
COc1ccc(OC)c(NC(=O)C23CCC(C)(C(=O)C2)C3(C)C)c1 (stereo not given) | -2% | -1% | -1% | -4% | -7 | -1% | -9% | 1% | -17% | -13% | 0%
COc1ccc(/C(O)=C2\C(=O)C(=O)N(CCN(C)C)C2c2cccc(OC)c2OC)cc1 (stereo not given) | 4% | 1% | 2% | 0% | 2 | 9% | -4% | -4% | ? | 1% | 1%
CCn1cc(/C=C(\NC(=O)c2ccc(C)cc2)C(=O)NCCN2CCOCC2)c2ccccc21 | 0% | 2% | -13% | 3% | -3 | 16% | 5% | -6% | -1% | 7% | 2%
CCOc1ccc(S(=O)(=O)n2ccnc2C)cc1 | 4% | -1% | 5% | -2% | nt | 1% | -5% | -1% | 1% | 6% | 2%
O=C(CC(O)(c1ccccc1)C(F)(F)C(F)F)c1cccs1 (stereo not given) | -9% | -3% | nt | 0% | -12 | 12% | 27% | nt | 0% | 22% | nt
CCn1c(SCC(=O)Nc2cccc(F)c2)nc2c(c1=O)SC(C)C2 (stereo not given) | 0% | -5% | ? | 1% | -5 | -3% | 4% | -3% | 9% | -10% | -6%
CCCn1nnnc1SCC(=O)NNC(=O)C1CCCCC1 | 10% | -2% | -5% | -4% | nt | -15% | -5% | 3% | nt | 15% | -6%

6 records drawn at random from the list so far, as already listed:
SMILES | FLuc modulator | PKM2 activator | ELG1 repair inh | Mito fusion act | KCNH2 3.1 block | MBNL1 CUG block | VP16 counter | Rab9 promoter act | Menin MLL FP TR | RORgamma inh | NPC1 prom act
Cc1ccc(SCC(=O)Nc2ccc(N3CCOCC3)cc2)c(C)c1 | -6% | -7% | 1% | 5% | -1 | 1% | 5% | 3% | ? | 8% | 0%
CC(=O)Nc1cc(NC(=O)CCCC(=O)O)ccc1Cl | 4% | -5% | 2% | 3% | 1 | -8% | 1% | -3% | -1% | 0% | -1%
CCOc1ccc(S(=O)(=O)n2ccnc2C)cc1 | 4% | -1% | 5% | -2% | nt | 1% | -5% | -1% | 1% | 6% | 2%
O=C(O)C1CCCCC1C(=O)NCCc1c[nH]c2ccccc12 (stereo not given) | 0% | -2% | -3% | -1% | -32 | -2% | -1% | -4% | 0% | 2% | -5%
COc1ccccc1C1=NOC(C)(c2sc(-c3ccc(Cl)cc3)nc2C)C1 (stereo not given) | ? | -1% | 20% | -15% | ? | -5% | -2% | 2% | nt | -1% | 16%
Cc1cc(N(C)C)cc(C)[n+]1[O-] | 2% | -4% | 2% | -2% | -20 | 5% | -4% | 0% | -2% | -29% | -3%
